PhoP GFP inhibition – PhoP regulon inhibitors, Salmonella typhi PhoP promoter GFP reporter, confirmatory (AID 1850); Salmonella Typhi PhoP-promoter GFP reporter, fluorescence, 4 h; higher % means a stronger effect; inhibition, % at 50 µM, or IC50 in µM where a hit was titrated; 310,000 compounds, 0.33% hits; in the data active = a potency from the dose series; inconclusive = inhibition mostly from about 25% at the one dose, without a potency; inactive = the rest, 99 in 100 with inhibition below about 19%;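 also: 0% = induced wells with vehicle and 100% = uninduced wells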
M. tuberculosis HTS – M. tuberculosis growth inhibition, HTS (AID 449762); M. tuberculosis H37Rv growth inhibition, 7H9 media; higher % means a stronger effect; inhibition, % at 25 µM, or IC50 in µM where a hit was titrated; 330,000 compounds, 0.59% hits; in the data active = a potency from the dose series; inconclusive = inhibition above about 70% without an active follow-up result;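 also: bacterial growth assessed after seven days of incubation; strong numbers were not always called active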
VEEV TC-83 Vero – inhibitors of VEEV TC-83 cytopathic effect, confirmation, Vero cells (AID 588727); Vero cells, VEEV TC-83 cytopathic effect inhibition; higher % means a stronger effect; one-dose inhibition, % at 20 µM; IC50 in µM for titrated hits; 350,000 compounds, 0.13% hits; in the data active = a potency from the dose series; inconclusive = inhibition mostly from about 14% at the one dose, without a potency; inactive = the rest, 99 in 100 with inhibition below about 12%; also: strong numbers were not always called active
M. tuberculosis – growth inhibition of non-replicating M. tuberculosis (AID 488890); inhibition, % at 25 µM; hits with a dose series show IC50 in µM; Mycobacterium tuberculosis non-replicating, growth inhibition; higher % means a stronger effect; 320,000 compounds, 0.39% hits; in the data active = a potency from the dose series; inconclusive = inhibition mostly from about 82% at the one dose, without a potency; inactive = the rest, 99 in 100 with inhibition below about 76%;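 also: plate controls were DMSO cells for no effect and high antibiotic wells for full effect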
influenza NS1A – NS1A inhibition, H1N1 influenza, cell based functional assay (AID 504329); NS1A functional cell-based assay, percent inhibition; higher % means a stronger effect; inhibition, % at 12.5 µM, or IC50 in µM where a hit was titrated; 340,000 compounds, 0.3% hits; in the data active = a potency from the dose series; inconclusive = inhibition above about 27% without an active follow-up result; also: strong numbers were not always called active
VEEV TC-83 Vero 10K pilot screen – also measured in VEEV TC-83 Vero; calls as there; inhibition, %; measured here: 10K pilot screen inhibition
* marks the source's active call; other numbers are inactive results; i = inactive; u = inconclusive; x = no result given.

SMILES	PhoP GFP inhibition	M. tuberculosis HTS	VEEV TC-83 Vero	M. tuberculosis	influenza NS1A	others
Oc1ccc2c(c1)C1CCCC1(N1CCOCC1)O2 (stereo not given)	2%	5%	1.2%	-1%	4%
C=CCN1C(=O)CSC1=Nc1ccc(O)cc1	-8%	x	0.5%	x	-6%
COC(=O)C1=CN(CC2CCCO2)C=C(C(=O)OC)C1c1cccc(O)c1 (stereo not given)	7%	-1%	4.9%	4%	x
CCOc1ccc(-n2c(SCC(=O)Nc3ccccc3C)n[nH]c2=O)cc1	0%	2%	0.3%	-6%	29%
O=C(c1cc2c(ccc3ccccc32)o1)N1CCN(c2ncc(C(F)(F)F)cc2Cl)CC1	7%	-4%	0.5%	8%	4%
COc1ccc(/C=N/n2c(C)nc3ccccc3c2=O)cc1	1%	11%	3.4%	-17%	-4%
CCC(NC(=O)Cn1cnc2c(=O)n(C)c(=O)n(C)c21)c1ccccc1 (stereo not given)	8%	9%	5.5%	-2%	-1%
Cn1c(SCC(=O)NCc2ccc(F)cc2)nc2ccccc21	-9%	-1%	i	-10%	0%
CC(C)CC(=O)Nc1ccccc1N1CCN(C(=O)c2ccccc2)CC1	1%	-5%	2.0%	7%	5%
COc1ccc(NC(=O)c2ccc(-c3ccc([N+](=O)[O-])cc3)o2)cc1OC	-12%	1%	11%	3.9µM*	6%
COC(=O)c1ccc(CNC(=O)c2sccc2-c2ccccc2)cc1	-4%	4%	2.3%	25%	5%
COc1ccc(/C=N/NC(=O)CNC(=O)c2ccncc2)cc1OC	-9%	4%	0.7%	6%	7%
O=C(O/N=C(/c1ccccc1)c1ccncc1)c1ccc(F)cc1	-7%	53%	0.3%	24%	x
O=C1N(c2cccc3ccccc23)C(c2ccccc2)N2CCCN12 (stereo not given)	-2%	x	i	13%	1%
CC(=O)Oc1ccc(Cl)cc1/C=C/c1ccc2ccccc2n1	-7%	-2%	0.4%	33%	-15%
O=S(=O)(NCc1ccccn1)c1ccc(F)cc1	-6%	1%	2.9%	7%	-14%
O=C1CSC2(C(=O)N3CCCc4cccc2c43)N1c1cccc(C(F)(F)F)c1 (stereo not given)	-3%	-2%	i	-1%	2%
C[C@@H]1COC(=O)[C@@H](CC(=O)OC(C)(C)C)C/C=C\C[C@H](CC(=O)N(CCO)Cc2ccccc2)C(=O)N1	x	5%	0.2%	27%	-6%
CCOC(=O)c1cnc2c(C)cc(Cl)cc2c1N1CCN(C)CC1	-1%	-4%	1.4%	10%	1%
CCN(CC)S(=O)(=O)c1ccc(OCCNS(C)(=O)=O)cc1	2%	-6%	0.7%	-9%	-2%
Cc1cc(C)nc(NN=C2CCCC2)n1	-1%	0%	0.8%	-2%	0%
COc1ccc(N2CC(C(=O)NCCc3c[nH]c4ccccc34)CC2=O)cc1 (stereo not given)	1%	-5%	1.9%	3%	8%
CCCCC(=O)Nc1ccc(C(=O)Nc2ccc(S(=O)(=O)Nc3nccc(C)n3)cc2)cc1	-1%	9%	1.1%	44%	0%
CCOC(=O)C1CCCN(C(=O)c2cc(CN3C(=O)c4ccccc4C3=O)ccc2OC)C1 (stereo not given)	5%	2%	0.4%	0%	5%
CC(NC(=O)c1cccs1)c1ccc(Cl)cc1 (stereo not given)	7%	2%	0.3%	79%	-1%

Brought forward from above: 2 compounds, followed by the next part.
SMILES	PhoP GFP inhibition	M. tuberculosis HTS	VEEV TC-83 Vero	M. tuberculosis	influenza NS1A	others
CCOC(=O)C1CCCN(C(=O)c2cc(CN3C(=O)c4ccccc4C3=O)ccc2OC)C1 (stereo not given)	5%	2%	0.4%	0%	5%
CC(NC(=O)c1cccs1)c1ccc(Cl)cc1 (stereo not given)	7%	2%	0.3%	79%	-1%
COc1ccc(S(=O)(=O)Nc2cccc(S(=O)(=O)N3CCCC3)c2)cc1OC	12%	-5%	1.1%	-2%	8%
CCCCn1c(N)c(N(CC)C(=O)c2cc(OC)cc(OC)c2)c(=O)[nH]c1=O	-23%	-1%	1.2%	-13%	1%
COc1ccc(CN(CC(=O)NCc2ccc(F)cc2)C(=O)CCC(=O)Nc2ccccn2)cc1	-4%	3%	1.4%	4%	12%
COc1cc(CCCN2CCNC[C@@H]2Cc2ccccc2)cc(OC)c1OC	-6%	2%	i	-6%	11%	VEEV TC-83 Vero 10K pilot screen=0.9
COCCCNC(=O)c1c(N)n(/N=C/c2cccs2)c2nc3ccccc3nc12	2%	-7%	6.5%	-17%	10%
CCOC(=O)N1CCN(c2ccc(S(=O)(=O)N3CCOCC3)cn2)CC1	x	2%	0.4%	1%	-7%
COc1ccc(C)cc1NC(=O)c1nnn(Cc2cccc(F)c2)c1N	-14%	-10%	2.1%	22%	7%
COc1cc(-c2nc(C)c(C(C)=O)n2O)ccc1OCC(=O)Nc1ccc(F)cc1	4%	u	4.5%	9%	-3%
COC(=O)C(O)(NC(=O)NC(C)=O)C(F)(F)F (stereo not given)	-1%	-8%	0.6%	4%	3%
CN1CCN(S(=O)(=O)c2cccc(C(=O)Nc3nc(-c4ccccc4)cs3)c2)CC1	5%	u	2.2%	32%	10%
CCC(=O)c1cc2c(C)cc(=O)oc2c(C)c1OC	11%	-14%	i	-5%	-3%
CN1CCN(S(=O)(=O)c2cccc(C(=O)N(C)Cc3c(F)cccc3Cl)c2)CC1	x	-5%	i	54%	9%
O=S(=O)(c1ccc(NC(=S)N/N=C/c2ccc(O)c(O)c2)cc1)N1CCOCC1	10%	-6%	0.8%	-28%	8%
O=C1/C(=C\c2cccc([N+](=O)[O-])c2O)SC(=S)N1Cc1ccccc1	-17%	3%	2.6%	u	16µM*
CCN(CC)C(=O)c1sc2c(c1C)c(=O)n(-c1ccc(C)c(C)c1)c(=O)n2CC(=O)NCC1CCCO1 (stereo not given)	-3%	-7%	0.1%	-2%	-6%
Clc1ccc(-c2nc3ccccc3n2OCc2ccccc2)cc1	-5%	5%	i	-3%	-4%
CC(=O)c1cnc2cc(C)nn2c1C	-17%	-3%	0.2%	-4%	-5%	VEEV TC-83 Vero 10K pilot screen=0.8
CCc1ccc(C(=O)N2CCN(c3ccc(F)cc3)CC2)s1	-7%	-2%	2.1%	65%	-5%
O=S(=O)(Nc1ccc2c(c1)OCCO2)c1ccc2oc3ccccc3c2c1	-8%	-7%	0.0%	28%	1%
Oc1ccccc1-c1n[nH]c(=S)n1Cc1ccccc1	-6%	-1%	1.8%	-18%	1%
O=C(NCc1csc(-c2cccs2)n1)C1CCC1	15%	-3%	0.6%	3%	-4%
CC1CCCN(C(=O)c2cc(-c3ccco3)nc3ccccc23)C1 (stereo not given)	x	4%	6.1%	16%	2%
COc1ccc(S(=O)(=O)N2CCC(C(N)=O)CC2)c2ccccc12	-2%	4%	0.6%	7%	3%
COc1c(Cl)cc(Cl)cc1CNCCNCC(C)O (stereo not given)	16%	-4%	i	21%	-2%
CCN(CC)c1ccc(C2C(C(=O)OCCOC)=C(C)NC3=C2C(=O)CCC3)cc1 (stereo not given)	7%	-3%	0.4%	10%	-1%

Other results follow:
SMILES	PhoP GFP inhibition	M. tuberculosis HTS	VEEV TC-83 Vero	M. tuberculosis	influenza NS1A	others
Cc1cc(NC(=O)/C=C/c2cccc(Cl)c2)n(-c2nc3ccccc3[nH]2)n1	-1%	5%	1.5%	47%	2%
CCOCCCn1c(SCC(=O)Nc2ccc(C(N)=O)cc2)nc2ccccc2c1=O	-6%	-1%	4.2%	-5%	12%
O=C(COC(=O)Cc1n[nH]c(=O)c2ccccc12)NNC(=O)c1ccccc1	-9%	-9%	1.2%	4%	-2%
O=C(CN1C(=O)C2C3C=CC(C3)C2C1=O)NCc1ccc2c(c1)OCO2 (stereo not given)	10%	-2%	i	-2%	17%
C=CCn1c(-c2cccc(OCC)c2)n[nH]c1=S	-5%	1%	0.6%	-3%	-1%
CSc1ccccc1C(=O)C1CCCN(Cc2ccn[nH]2)C1 (stereo not given)	3%	-3%	0.5%	20%	-9%
COc1cccc(OCc2cc(C(=O)NCC3CCCCC3)no2)c1	1%	-9%	3.6%	25%	5%
CC1(C)CC(=O)C2=C(C1)NC(=O)CC2c1ccc(F)cc1 (stereo not given)	5%	1%	2.2%	14%	1%
CC(C)NC(=S)N/N=C/c1c[nH]c2ccccc12	-3%	94%	0.4%	-11%	5%
COc1cccc(NC(=O)NCc2ccccc2F)c1	-7%	6%	i	7%	3%
Cn1c(N)c(C(=O)COC(=O)c2ncc(Cl)c(Cl)c2Cl)c(=O)n(C)c1=O	2%	-2%	1.8%	-14%	3%
CN(C)S(=O)(=O)c1ccc(Cl)c(NC(=O)CN2C(=O)NC(C)(C3CC3)C2=O)c1 (stereo not given)	3%	-6%	0.6%	14%	-1%
CCC(C)[C@H]1COCCS(=O)(=O)N1Cc1ccc(Br)cc1 (stereo not given in full)	-18%	-6%	i	24%	6%
O=C(c1ccco1)N1CCN(S(=O)(=O)c2cccc(Cl)c2)CC1	3%	-6%	0.8%	15%	6%
O=C(Cn1ncc2c(=O)oc3ccccc3c21)NCCCN1CCCC1=O	4%	-13%	0.1%	-9%	1%
O=C(c1cccc(S(=O)(=O)N2CCOCC2)c1)N1CCN(C/C=C/c2ccccc2)CC1	x	-8%	6.2%	-9%	6%
O=C(O)c1[nH]c(=O)[nH]c(=O)c1F	33%	4.6µM*	0.0%	5.7µM*	-10%
CC(C)CCN(C(=O)CNC(=O)c1ccco1)C(C(=O)NC1CCCCC1)c1ccco1 (stereo not given)	-10%	-6%	6.4%	29%	3%
CC(C)CN(CC(C)C)c1ccc(C=C2C(=O)NC(=S)NC2=O)cc1[N+](=O)[O-]	1%	-4%	i	9%	12%
CCc1ccc(/C=C2/SC(=S)N(CCC(=O)Nc3cccnc3)C2=O)cc1	-15%	0%	i	-12%	-6%
Cc1cccc(NC(=O)CNC(=O)CCc2nc3sc4c(c3c(=O)[nH]2)CCCC4)c1C	-6%	2%	1.6%	12%	-9%
O=C(Cn1c(=O)n(Cc2ccco2)c(=O)c2ccccc21)Nc1cccc(Cl)c1	-15%	2%	8.8%	16%	6%
COc1cc(/C=N/N=C2\CC3CCC2(C)C3(C)C)ccc1O (stereo not given)	-4%	-2%	0.8%	-1%	7%
COC(=O)C1=C(C)NC(C)=C(C(=O)OCC2CCCO2)C1c1cccc(Br)c1 (stereo not given)	-4%	-14%	7.2%	13%	-12%
Cc1cc(NC(=O)c2ccco2)sc1C	x	6%	0.9%	37%	-15%

Quoted from the entries so far (three entries):
SMILES	PhoP GFP inhibition	M. tuberculosis HTS	VEEV TC-83 Vero	M. tuberculosis	influenza NS1A	others
CC1(C)CC(=O)C2=C(C1)NC(=O)CC2c1ccc(F)cc1 (stereo not given)	5%	1%	2.2%	14%	1%
CC(C)NC(=S)N/N=C/c1c[nH]c2ccccc12	-3%	94%	0.4%	-11%	5%
COc1cccc(NC(=O)NCc2ccccc2F)c1	-7%	6%	i	7%	3%

The listing picks up; the 4 compounds before the break are reprinted first.
SMILES	PhoP GFP inhibition	M. tuberculosis HTS	VEEV TC-83 Vero	M. tuberculosis	influenza NS1A	others
O=C(Cn1c(=O)n(Cc2ccco2)c(=O)c2ccccc21)Nc1cccc(Cl)c1	-15%	2%	8.8%	16%	6%
COc1cc(/C=N/N=C2\CC3CCC2(C)C3(C)C)ccc1O (stereo not given)	-4%	-2%	0.8%	-1%	7%
COC(=O)C1=C(C)NC(C)=C(C(=O)OCC2CCCO2)C1c1cccc(Br)c1 (stereo not given)	-4%	-14%	7.2%	13%	-12%
Cc1cc(NC(=O)c2ccco2)sc1C	x	6%	0.9%	37%	-15%
C/C(=N/NC(=O)C1COc2ccccc2O1)c1ccc(Br)s1 (stereo not given)	3%	-10%	0.1%	15%	0%
CC(c1ccccc1)N(C)CC(=O)NC(=O)NCCC1=CCCCC1 (stereo not given)	x	-13%	0.8%	5%	-4%
NC(=O)C1=C(N)c2ccccc2C1c1ccccc1 (stereo not given)	x	x	1.2%	x	8%
CCNc1nc(NCC)n2c(SCC(=O)Nc3ccc(CC)cc3)nnc2n1	8%	22%	9.5%	22%	-6%
c1ccc2[nH]c(-c3cnco3)cc2c1	8%	1%	2.2%	3%	-9%
CCCCC(=O)Nc1ccc(NC(=O)c2ccc([N+](=O)[O-])cc2Cl)cc1OC	-9%	4%	i	6%	-2%
COc1ccc(N(CC(O)Cn2c(C)nc3ccccc32)S(=O)(=O)c2ccc(C)cc2)cc1 (stereo not given)	-3%	-7%	i	44%	-6%
O=C(NCCC1=CCCCC1)C(=O)NCC(c1ccco1)N1CCN(c2ccc(F)cc2)CC1 (stereo not given)	-6%	-1%	i	-4%	1%
CCOC(=O)c1cnc(Cc2ccccc2)[nH]c1=O	5%	10%	0.4%	0%	-3%
